RSV CPE inhibition – RSV antiviral activity via CPE protection, HEp-2 cells, primary 10 µM value included (AID 2391) | CPE inhibition, % at 10 µM; hits with a dose series show IC50 in µM | HEp-2 cells, RSV-induced CPE inhibition; higher % means a stronger effect | actives 0.13% (n = 310,000); in the data active means a potency from the dose series; inconclusive means CPE inhibition mostly from about 23% at the one dose, without a potency; inactive means the rest, 99 in 100 with CPE inhibition below about 21%; further: strong numbers were not always called active
UTI89 phage lysis – protection from phage-mediated lysis, alamar blue read-out – E. coli UTI89, K1F phage, bacterial capsule biogenesis inhibitors (AID 488966); actives 0.02% (n = 340,000); one-dose inhibition, % at 100 µM; IC50 in µM for titrated hits; E. coli UTI89 K1F phage lysis, alamar blue, 2 h; higher % means a stronger effect;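 active means phage lysis inhibition, versus mean bacterial control, above a set limit; inconclusive means no clear call, values can overlap the other calls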;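 further: capsule biogenesis inhibitors block K1F phage lysis so surviving cells raise fluorescence; higher fluorescence means more inhibition of phage lysis; actives were called in the ten point dose series up to 300 µM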
SV40 large T antigen – TAg ATPase/helicase activity blockers – biochemical (AID 1903). one-dose inhibition, % at 20 µM; IC50 in µM for titrated hits. SV40 large T antigen ATPase/helicase inhibition assay; higher % means a stronger effect. actives 0.39% (n = 310,000); in the data active means a potency from the dose series; inconclusive means inhibition mostly from about 32% at the one dose, without a potency; inactive means the rest, 99 in 100 with inhibition below about 32%; further: strong numbers were not always called active
PhoP inhibition – inhibitors of PhoP regulon expression, primary screen, Salmonella Typhimurium, GFP reporter (AID 1863); one-dose inhibition, % at 50 µM; IC50 in µM for titrated hits; actives 0.16% (n = 300,000); S. Typhimurium PhoP-regulated promoter GFP reporter, 4 h; higher % means a stronger effect;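 active means inhibition over 29.93%, a cutoff 3 SD above the screen mean, later confirmed by dose response; inconclusive means inhibition over 29.93% but no dose response follow-up; inactive means inhibition at most 29.93% or unconfirmed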;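 further: 0% = low Mg2+ inducing control and 100% = high Mg2+ repressing control; strong numbers were not always called active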
T cell modulator – modulates CD8 T cell binding to vesicles; calls only at 7 µM; actives 0.068% (n = 330,000); 2C CD8+ T cell-vesicle binding, flow cytometry; active compounds read low;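 active means response, share of CD8 T cells binding vesicles, and their 90th percentile fluorescence all below set limits, cut at about 80% in these data, passing the limit was not always enough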
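Also added: QL9-peptide-loaded Drosophila micro-vesicles bearing Ld, ICAM-1 and B7-1; Test system: purified 2C TCR transgenic mouse naive CD8+ T cells; Measured by: cytometric PE anti-B7-1 and Alexa647 anti-CD8 signals after 1% paraformaldehyde fixation; Timing: binding step 1.5 h, 37 °C, antibody labelling 20 min, ice.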
NTR1 agonist – agonists of NTR1, primary screen, imaging, U2OS cells, beta-arrestin-GFP, high content (AID 493036) | P30989 | actives 0.17% (n = 330,000) | NTR1-U2OS beta-arrestin-GFP spot imaging, agonist mode | activation, % at 20 µM;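 active means activation at or above 40% of the spot to cytoplasm intensity ratio, with at least 20 cells analyzed; inconclusive means wells under 20 cells, flagged as cytotoxic or low count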;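 further: 0% = DMSO without peptide and 100% = 100 nM NTR1 peptide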
Target sequence (P30989 whole entry, looked up): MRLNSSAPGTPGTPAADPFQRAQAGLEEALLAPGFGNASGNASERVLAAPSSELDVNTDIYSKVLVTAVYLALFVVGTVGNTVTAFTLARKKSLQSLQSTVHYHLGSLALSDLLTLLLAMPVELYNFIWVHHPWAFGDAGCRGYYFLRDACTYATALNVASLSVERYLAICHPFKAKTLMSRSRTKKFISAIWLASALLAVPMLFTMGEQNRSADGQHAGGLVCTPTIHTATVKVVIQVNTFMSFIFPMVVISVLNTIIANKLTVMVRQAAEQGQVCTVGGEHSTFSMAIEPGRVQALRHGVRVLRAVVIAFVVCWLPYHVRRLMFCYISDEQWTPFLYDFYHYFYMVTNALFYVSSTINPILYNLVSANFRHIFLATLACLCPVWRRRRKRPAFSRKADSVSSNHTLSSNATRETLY
NS5 inhibitors – flavivirus cap methylation enzyme inhibition – biochemical, confirmation dose response, primary screen (AID 588689); inhibition, % at 25 µM; hits with a dose series show IC50 in µM; actives 0.3% (n = 340,000); Dengue-2 NS5 methyltransferase capping enzyme assay, biochemical; higher % means a stronger effect; in the data active means a potency from the dose series; inconclusive means inhibition above about 29% without an active follow-up result
MgcRacGAP inhibition – MgcRacGAP GTPase-activating activity inhibitors, confirmation, biochemical, ADP Hunter fluorescence; MgcRacGAP-stimulated Rac1 GTP hydrolysis, ADP Hunter fluorescence; higher % means a stronger effect; GST-tagged Rac1 F28L mutant substrate; inhibition, % at 30 µM; hits with a dose series show IC50 in µM; actives 0.6% (n = 340,000);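 active means first-screen hits whose inhibition reached a set limit at any dose in the follow-up dose series; inconclusive means inhibition above the set first-screen limit but never retested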;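 further: fluorescence reports GDP produced by GAP-driven GTP hydrolysis; strong numbers were not always called active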
West Nile antiviral – West Nile virus antiviral activity, cell-based, CPE readout (AID 1621). CPE inhibition, % at 10 µM, or IC50 in µM where a hit was titrated. West Nile virus-infected cells, CPE inhibition; higher % means a stronger effect. actives 0.02% (n = 290,000); in the data active means a potency from the dose series; inconclusive means CPE inhibition mostly from about 3.7% at the one dose, without a potency; inactive means the rest, 99 in 100 with CPE inhibition below about 2.2%; further: strong numbers were not always called active
T cell modulator vesicle-bound % – further read-out of T cell modulator, marked with its call; double positive events, %; measured here: CD8+ vesicle-bound cell fraction;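 binding gate set so that unloaded-vesicle control wells show 10% double positive cells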
NTR1 agonist cell count 20 µM – also measured in NTR1 agonist; calls as there; cell count; measured here: cell count, cytotoxicity flag
* hit, by the source's call; i = inactive; ? = inconclusive; · = not tested or not shown; [ ] = remark or other dose.

nr	Molecule	RSV CPE inhibition	UTI89 phage lysis	SV40 large T antigen	PhoP inhibition	T cell modulator	T cell modulator vesicle-bound %	NTR1 agonist	NTR1 agonist cell count 20 µM	NS5 inhibitors	MgcRacGAP inhibition	West Nile antiviral
1	COc1ccc2c(C=O)c[nH]c2c1	2.5%	2.1%[50 µM]	6%	0%	i	45	-0.7	83	-1%	9%	-0.4%
2	C=CCn1cnc2c(NCc3ccccc3)ncnc21	1.5%	0.7%	22%	4%	i	62	-0.8	59	-3%	7%	0.1%
3	Cc1ccc(C(=O)N2CCN(c3ncccn3)CC2)o1	1.7%	0.4%	9%	0%	i	24	1.0	31	-3%	9%	0.0%
4	COc1ccc(/C(C)=N/NC(=O)c2nnn(-c3nonc3N)c2-c2ccccc2)cc1	2.2%	-0.1%	1%	1%	i	27	-0.2	45	-8%	3%	3.2%
5	O=C(Nc1cccnc1)c1cccc([N+](=O)[O-])c1	3.5%	0.3%	15%	-4%	i	45	-0.4	48	-2%	5%	0.0%
6	COc1cccc(-c2nc(-c3cccs3)no2)c1	7.3%	0.5%	13%	17%	i	31	-0.6	57	-7%	11%	0.7%
7	O=C(c1ccc(-c2nc3ccccc3s2)o1)N1CCN(c2ccccc2O)CC1	2.1%	-0.4%	15%	0%	i	11	24	74	-3%	6%	-0.7%
8	CCCNC(=O)COC(=O)c1ccccc1OCc1ccc(Cl)cc1	2.2%	-2.2%	7%	9%	i	29	1.7	89	-12%	0%	-0.2%
9	Cc1ccc(C(=O)NNC(=O)C2CCN(C(=O)OC(C)(C)C)CC2)cc1	0.3%	-0.2%	6%	6%	i	4	-0.3	50	-5%	2%	-0.2%
10	Cc1cccc2cc3c(N)c(C(=O)Nc4ccc(N5CCOCC5)cc4)sc3nc12	?	0.0%[50 µM]	8%	-13%	i	24	7.6	37	-6%	11%	0.3%
11	Cc1cc(C)c2c(C)c(C(=O)NCc3ccc(S(N)(=O)=O)cc3)oc2c1	1.4%	-4.6%	0%	-5%	i	46	2.1	66	-1%	1%	-0.8%
12	O=C(Cc1ccccc1)NC1c2ccccc2-c2ccccc21	2.1%	-0.1%	3%	38%	i	52	-2.5	69	-1%	12%	-0.7%
13	CN1C(=S)N(c2ccccc2)C(=O)/C1=C/c1ccco1	?	-0.2%	12%	35%	i	34	0.5	60	-5%	13%	-0.7%
14	Cc1ccc2c(c1)N(C(=O)CCC(=O)NCc1cccnc1)CCO2	1.5%	1.6%	7%	·	i	35	-2.0	96	-3%	17%	-0.4%
15	O=C(NC1C/C(=N/O)c2cc3c(cc21)OCO3)C(F)(F)F (stereo not given)	1.2%	2.7%	6%	10%	i	71	0.6	74	-4%	10%	0.1%
16	CCOc1cc(NC(=O)c2ccco2)c(OCC)cc1NC(=O)c1ccco1	2.1%	-0.2%	6%	2%	i	23	1.1	41	-2%	5%	-0.5%
17	CC(C)c1onc(C(=O)NCc2ccccc2)c1[N+](=O)[O-]	1.2%	0.7%[50 µM]	2%	2%	i	11	-0.2	87	1%	10%	0.1%
18	N#CC1(NC(=O)CSc2nc3ccc([N+](=O)[O-])cc3s2)CCCCC1	1.1%	-0.3%[50 µM]	19%	-6%	i	39	-2.1	48	3%	12%	·
19	Cc1c(C)c2c(C)nn(-c3ccccc3)c2[nH]c1=O	2.5%	0.1%	8%	-1%	i	40	-2.2	94	0%	6%	0.5%
20	COc1ccccc1OCCNC(=O)CNC(=O)c1ccc2c(c1)OCO2	-1.7%	-0.1%[50 µM]	11%	1%	i	39	0.5	54	-9%	3%	·
21	Cc1ccc(S(=O)(=O)C2(C(=O)Nc3ccc(F)cc3)CC2)cc1	0.6%	0.2%	1%	-14%	i	61	-0.9	54	-6%	5%	-0.1%
22	COCCNC(=O)CSc1nc2nn(-c3ccccc3)c(=O)c-2c2n1CCCCC2	0.1%	0.6%	4%	10%	i	26	-1.1	33	·	6%	-0.4%
23	COc1ccc(/C=C(\C#N)C(=O)N2COCC2(C)C)cc1	0.5%	0.2%	6%	-1%	i	41	-1.7	92	-4%	7%	-0.1%
24	O=C(c1ccc(-c2ccccc2)cc1)C1CCCN(Cc2ccncc2)C1 (stereo not given)	-0.1%	1.6%	5%	4%	i	41	2.8	41	·	9%	-1.9%
25	Nn1cnc2sc3c(c2c1=O)CCC3	1.4%	1.3%	3%	2%	i	9	-0.2	58	-14%	7%	0.5%
26	CCOc1ccccc1N(CC(=O)Nc1ccc(OC)c(OC)c1)S(=O)(=O)c1ccccc1	0.6%	0.0%	10%	-2%	i	18	-1.2	56	0%	5%	-0.8%
27	Cc1ccc(C(=O)NC(=S)Nc2ccc3[nH]c(=O)[nH]c3c2)cc1	2.8%	1.8%	15%	2%	i	62	-0.2	56	0%	10%	-0.6%
28	COC(=O)CC(CP(=O)(O)CN(C)C=O)C(=O)OC (stereo not given)	·	-0.3%	17%	-7%	i	31	0.4	57	-8%	0%	0.3%
29	COc1ccc(/C=N/NC(=O)CN2CCS(=O)(=O)CC2)cc1	1.4%	-0.1%	15%	3%	i	27	2.8	42	4%	8%	0.1%
30	CC(=O)C(Sc1nnnn1-c1ccccc1)C(C)=O	2.0%	0.9%	4%	0%	i	35	-0.4	41	11%	15%	-0.1%
31	Cc1ccsc1/C=N/NC(=O)c1ccc2nc[nH]c2c1	0.9%	-0.8%	28%	-10%	i	28	-0.2	69	-8%	2%	-0.1%
32	Cc1ccc(S(=O)(=O)c2nc(-c3ccccc3)oc2N2CCC(C(N)=O)CC2)cc1	2.6%	1.6%	8%	5%	i	70	2.5	56	-6%	12%	-0.8%
33	CCn1c(C(=O)N2CCC(C(=O)NCc3ccc4c(c3)OCO4)CC2)cc2sccc21	·	4.2%	2%	10%	·	·	2.8	52	-6%	7%	-0.3%
34	COc1cc(/C=N/n2cnnc2)ccc1OS(=O)(=O)c1ccccc1[N+](=O)[O-]	1.9%	-1.8%[50 µM]	-3%	9%	i	5	1.0	26	-12%	9%	-0.6%
35	O=C(NNC(=O)c1ccc(Br)s1)c1csc(N2CCOCC2)n1	1.1%	0.2%[50 µM]	·	·	i	28	2.9	55	-4%	1%	·
36	CC(C)=C(NC(=O)c1ccccc1)C(=O)NC(Cc1ccccc1)C(=O)O (stereo not given)	0.2%	0.3%	2%	-9%	i	18	-0.4	58	2%	2%	0.7%
37	Cc1cc(Nc2cc(F)ccc2C)n2nc(C)nc2n1	0.4%	-2.3%	0%	-5%	i	47	-3.6	56	-1%	-6%	·
38	CCN(CC)CCNc1nc2ccccc2n1C	0.8%	-2.1%	0%	1%	i	42	-0.7	53	1%	6%	0.5%
39	Cc1ccc(N(C)S(=O)(=O)c2cccc(C(=O)Oc3ccc4c(C)cc(=O)oc4c3)c2)cc1	2.6%	-4.2%	12%	-5%	i	27	2.1	40	-11%	8%	0.4%
40	NC(N)=Nc1nc(CSCC/C(N)=N/S(N)(=O)=O)cs1	-0.9%	0.4%	5%	6%	i	14	0.3	46	4%	11%	0.0%
41	CCN(CC(=O)Nc1ccc(Br)cc1)CC(=O)Nc1cc(C)on1	·	-0.4%[50 µM]	·	·	·	·	-0.3	57	-1%	0%	·
42	COc1ccc(CCNC(=O)CN2C(=O)CCSc3ccccc32)c(OC)c1	0.8%	0.0%	7%	-4%	i	44	0.3	52	4%	7%	-0.5%
43	Cc1ccc2cc(CN(CC3CCCO3)C(=S)NCc3ccco3)c(=O)[nH]c2c1C (stereo not given)	25µM*	0.4%[50 µM]	19%	-13%	i	47	1.0	58	-1%	7%	-1.3%
44	Cc1[nH]c2ccccc2c1C(=O)CN1C(=O)C(=O)N(C2CCCC2)C1=O	3.7%	-5.6%	7%	4%	i	21	-0.7	59	-10%	6%	-0.8%
45	Cc1cc(N)ccc1-n1c(C)ccc1C	-1.0%	0.2%	16%	0%	i	54	-0.6	60	10%	14%	0.3%
46	CC(C)CN1C(=O)C(=O)N(CC(=O)N2CCC(Cc3ccccc3)CC2)C1=O	-0.7%	5.5%	2%	-6%	i	8	1.8	40	-8%	2%	-0.9%
47	COc1ccccc1N1CCN(C2CCCC(C)C2)CC1 (stereo not given)	2.5%	0.2%	14%	7%	i	47	0.5	54	-1%	7%	-0.8%

Compound profiles, from the list above.
COc1ccccc1N1CCN(C2CCCC(C)C2)CC1 (stereo not given) reads RSV CPE inhibition: 2.5%; UTI89 phage lysis: 0.2%; SV40 large T antigen: 14%; PhoP inhibition: 7%; T cell modulator: i; T cell modulator vesicle-bound %: 47; NTR1 agonist: 0.5; NTR1 agonist cell count 20 µM: 54; NS5 inhibitors: -1%; MgcRacGAP inhibition: 7%; West Nile antiviral: -0.8%
Cc1[nH]c2ccccc2c1C(=O)CN1C(=O)C(=O)N(C2CCCC2)C1=O reads RSV CPE inhibition: 3.7%; UTI89 phage lysis: -5.6%; SV40 large T antigen: 7%; PhoP inhibition: 4%; T cell modulator: i; T cell modulator vesicle-bound %: 21; NTR1 agonist: -0.7; NTR1 agonist cell count 20 µM: 59; NS5 inhibitors: -10%; MgcRacGAP inhibition: 6%; West Nile antiviral: -0.8%

High-throughput results (PubChem BioAssay)
